TcdB inh – TcdB glycohydrolase inhibition | hit rate 0.24% among 350,000 | inhibition, % at 9.99 µM | TcdB glycohydrolase enzymatic assay, plate reader; in the data active means inhibition above about 10%
Target sequence (P18177 whole entry, looked up): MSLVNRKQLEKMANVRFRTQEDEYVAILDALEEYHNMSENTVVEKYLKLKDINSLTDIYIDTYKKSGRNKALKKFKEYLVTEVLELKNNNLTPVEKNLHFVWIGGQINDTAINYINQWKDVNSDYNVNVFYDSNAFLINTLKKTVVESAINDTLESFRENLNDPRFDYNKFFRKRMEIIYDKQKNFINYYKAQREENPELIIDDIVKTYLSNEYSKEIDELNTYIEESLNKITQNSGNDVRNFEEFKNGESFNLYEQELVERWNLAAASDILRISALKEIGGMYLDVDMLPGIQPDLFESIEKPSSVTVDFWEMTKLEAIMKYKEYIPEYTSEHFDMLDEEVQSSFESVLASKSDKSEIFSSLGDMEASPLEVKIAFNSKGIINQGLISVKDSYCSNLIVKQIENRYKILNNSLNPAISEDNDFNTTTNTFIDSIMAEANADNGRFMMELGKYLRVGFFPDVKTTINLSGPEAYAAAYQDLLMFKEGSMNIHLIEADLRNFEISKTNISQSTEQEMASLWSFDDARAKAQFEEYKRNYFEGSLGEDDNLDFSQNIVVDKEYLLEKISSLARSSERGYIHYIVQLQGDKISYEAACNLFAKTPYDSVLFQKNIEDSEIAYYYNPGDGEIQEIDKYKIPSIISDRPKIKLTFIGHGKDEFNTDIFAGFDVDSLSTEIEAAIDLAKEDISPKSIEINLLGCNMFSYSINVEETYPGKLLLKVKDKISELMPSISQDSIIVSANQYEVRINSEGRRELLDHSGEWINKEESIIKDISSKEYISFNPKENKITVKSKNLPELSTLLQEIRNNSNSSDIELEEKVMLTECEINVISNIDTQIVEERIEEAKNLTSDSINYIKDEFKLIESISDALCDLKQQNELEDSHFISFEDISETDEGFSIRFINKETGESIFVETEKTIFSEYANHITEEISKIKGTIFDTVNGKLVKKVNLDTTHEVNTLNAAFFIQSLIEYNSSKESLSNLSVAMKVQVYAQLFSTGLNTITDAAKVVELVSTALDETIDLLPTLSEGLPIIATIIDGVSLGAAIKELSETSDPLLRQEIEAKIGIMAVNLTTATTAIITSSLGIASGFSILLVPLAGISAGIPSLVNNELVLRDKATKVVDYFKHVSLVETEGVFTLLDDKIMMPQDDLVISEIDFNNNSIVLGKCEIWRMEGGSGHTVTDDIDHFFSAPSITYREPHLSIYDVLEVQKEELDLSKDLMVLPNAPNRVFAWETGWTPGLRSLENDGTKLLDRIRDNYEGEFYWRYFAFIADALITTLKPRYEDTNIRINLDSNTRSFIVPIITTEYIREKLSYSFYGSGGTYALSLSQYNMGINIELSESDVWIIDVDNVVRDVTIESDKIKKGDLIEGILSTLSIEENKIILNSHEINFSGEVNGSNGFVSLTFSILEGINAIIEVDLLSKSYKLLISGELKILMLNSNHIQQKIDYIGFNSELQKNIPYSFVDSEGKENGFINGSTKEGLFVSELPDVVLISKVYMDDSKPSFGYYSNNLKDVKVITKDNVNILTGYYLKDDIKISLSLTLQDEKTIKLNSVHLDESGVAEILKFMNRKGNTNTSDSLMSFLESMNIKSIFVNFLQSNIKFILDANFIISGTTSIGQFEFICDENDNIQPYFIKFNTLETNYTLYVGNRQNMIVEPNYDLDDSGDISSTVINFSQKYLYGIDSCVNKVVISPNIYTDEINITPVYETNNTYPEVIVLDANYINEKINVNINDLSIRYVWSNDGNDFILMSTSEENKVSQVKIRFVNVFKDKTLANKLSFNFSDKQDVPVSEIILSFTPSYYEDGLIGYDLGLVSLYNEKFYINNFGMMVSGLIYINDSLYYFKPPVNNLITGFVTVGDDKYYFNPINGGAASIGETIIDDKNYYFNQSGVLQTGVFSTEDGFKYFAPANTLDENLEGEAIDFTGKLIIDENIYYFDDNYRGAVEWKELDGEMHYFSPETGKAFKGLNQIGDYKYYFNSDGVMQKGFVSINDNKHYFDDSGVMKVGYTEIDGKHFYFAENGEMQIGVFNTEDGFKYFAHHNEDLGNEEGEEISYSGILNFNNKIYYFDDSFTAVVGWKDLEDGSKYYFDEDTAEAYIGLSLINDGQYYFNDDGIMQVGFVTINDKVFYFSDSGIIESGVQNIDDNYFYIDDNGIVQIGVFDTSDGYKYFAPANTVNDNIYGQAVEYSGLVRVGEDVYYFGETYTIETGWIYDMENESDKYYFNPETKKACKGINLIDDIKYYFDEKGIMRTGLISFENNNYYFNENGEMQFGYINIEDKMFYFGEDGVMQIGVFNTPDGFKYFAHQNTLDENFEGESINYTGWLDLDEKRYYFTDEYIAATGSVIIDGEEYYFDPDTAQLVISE
Starred values were filed as active, the others as inactive; & = joins results of further samples.

CCCC(=O)Nc1ccc2c(c1)OC[C@@H](C)N(Cc1nccs1)C[C@@H](C)[C@H](OC)CN(C)C2=O
  TcdB inh = 0.5
C[C@H]1CN([C@@H](C)CO)C(=O)c2cc(NC(=O)C3CC3)ccc2O[C@@H]1CN(C)S(=O)(=O)c1ccc(F)cc1
  TcdB inh = 0.5
CO[C@H]1CN(C)C(=O)c2cc(NC(=O)Nc3ccccc3F)ccc2OC[C@@H](C)NC[C@H]1C
  TcdB inh = -0.9
Cc1noc(C)c1NC(=O)N(C)C[C@@H]1Oc2ncc(C#CCC(C)C)cc2C(=O)N([C@H](C)CO)C[C@H]1C
  TcdB inh = -0.7
C[C@H]1CN([C@@H](C)CO)C(=O)Cc2cc(NC(=O)CCCN(C)C)ccc2O[C@@H]1CN(C)C(=O)Nc1ccc2c(c1)OCO2
  TcdB inh = -14
O=C(C[C@@H]1CC[C@H]2[C@@H](COC[C@@H](O)CN2C(=O)Nc2cc(Cl)cc(Cl)c2)O1)N1CCCCC1
  TcdB inh = -1.0
Cc1noc(C)c1NC(=O)Nc1ccc2c(c1)C(=O)N([C@H](C)CO)C[C@@H](C)[C@H](CN(C)C(=O)Nc1ccc(C(F)(F)F)cc1)O2
  TcdB inh = -0.2
CCC(=O)N1C[C@@H](C)[C@@H](OC)CN(C)C(=O)c2cc(NC(=O)CC(F)(F)F)ccc2OC[C@@H]1C
  TcdB inh = 0.5
C[C@@H]1CN([C@@H](C)CO)S(=O)(=O)c2ccc(-c3cncnc3)cc2O[C@H]1CN(C)C(=O)c1ccc2c(c1)OCO2
  TcdB inh = 2.2
O=C(NCC1CCCCC1)[C@@H]1N[C@@H]2c3ccc(-c4ccccc4F)c(=O)n3C[C@@H]2[C@H]1CO
  TcdB inh = -2.4

COc1ccc(-c2ccc(C3[C@H]4CNC[C@@H]3N4Cc3cccc(OC)c3)cc2)cc1 (stereo partly specified)
  TcdB inh = -6.0&-0.1
CCC(=O)N1C[C@@H](C)[C@H](OC)CN(C)C(=O)c2cc(NC(=O)C3CCCCC3)ccc2OC[C@@H]1C
  TcdB inh = -1.8
CC(C)CC#Cc1ccc2c(c1)O[C@H](CN(C)S(=O)(=O)c1cccc(F)c1)[C@@H](C)CN([C@H](C)CO)S2(=O)=O
  TcdB inh = 0.1
CO[C@H]1CN(C)C(=O)c2ccc(NS(=O)(=O)c3cccc(F)c3)cc2OC[C@H](C)N(C(=O)Cc2cccnc2)C[C@@H]1C
  TcdB inh = -1.1
CC(C)NC(=O)N1[C@H](CO)[C@H](c2ccccc2)C12CN(C(=O)Cc1cccnc1)C2
  TcdB inh = 0.0
CCC(=O)Nc1ccc2c(c1)C(=O)N(C)C[C@@H](OC)[C@@H](C)CN(Cc1ccccc1)[C@@H](C)CO2
  TcdB inh = -0.2
CO[C@@H]1CN(C)C(=O)c2ccc(NC(=O)C3CCCC3)cc2OC[C@H](C)NC[C@@H]1C
  TcdB inh = 0.4
C[C@H]1CCCCO[C@@H](CN(C)C(=O)NC2CCCCC2)[C@@H](C)CN([C@@H](C)CO)C(=O)c2cc(NS(=O)(=O)c3ccccc3)ccc2O1
  TcdB inh = 0.9
COCC#Cc1ccc([C@H]2[C@H](CO)N3CCCCN(C(=O)Cc4ccccn4)C[C@@H]23)cc1
  TcdB inh = 0.0
CO[C@H]1CN(C)C(=O)c2cc(NC(=O)C3CC3)ccc2OC[C@H](C)N(C)C[C@H]1C
  TcdB inh = -1.5

COc1ccc(NC(=O)N(C)C[C@H]2Oc3ccc(NC(=O)Nc4ccccc4)cc3C(=O)N([C@@H](C)CO)C[C@H]2C)cc1
  TcdB inh = 0.5
C[C@H](CO)N1C[C@H](C)[C@@H](CN(C)C(=O)Nc2cccc3ccccc23)Oc2ccc(NC(=O)Nc3ccc4c(c3)OCO4)cc2CC1=O
  TcdB inh = -1.6
CCNC(=O)C[C@H]1CC[C@@H]2[C@@H](COc3ccc(NC(=O)Cc4ccccc4)cc3C(=O)N2C)O1
  TcdB inh = 1.5
C[C@H]1CN([C@@H](C)CO)C(=O)CCCn2nncc2CO[C@H]1CN(C)Cc1ccccc1C(=O)O
  TcdB inh = 0.5
C[C@H](CO)N1C[C@H](C)[C@H](CN(C)S(C)(=O)=O)Oc2cc(Br)ccc2S1(=O)=O
  TcdB inh = 0.8
COc1ccccc1CNC(=O)C[C@H]1C[C@H]2c3cc(NC(=O)C4CCC4)ccc3O[C@H]2[C@@H](CO)O1
  TcdB inh = -20
CC=Cc1ccc2n(c1=O)C[C@@H]1[C@@H](CO)[C@H](C(=O)NCc3ccccn3)[C@H]2N1C (mixture of isomers)
  TcdB inh = -1.4
Cc1ccccc1-c1cnc2c(c1)C(=O)N([C@H](C)CO)C[C@@H](C)[C@@H](CN(C)C(=O)c1cccnc1)O2
  TcdB inh = 1.9
CCC(=O)Nc1ccc2c(c1)C(=O)N(C)C[C@H](OC)[C@@H](C)CN(Cc1cccc(F)c1)[C@@H](C)CO2
  TcdB inh = -1.2
CO[C@@H]1CN(C)C(=O)c2cc(NC(=O)c3cnccn3)ccc2OC[C@H](C)N(C(=O)C2CC2)C[C@@H]1C
  TcdB inh = -0.3

Single values from the entries so far:
Entry for COc1ccc(NC(=O)N(C)C[C@H]2Oc3ccc(NC(=O)Nc4ccccc4)cc3C(=O)N([C@@H](C)CO)C[C@H]2C)cc1 in TcdB inh: 0.5
Entry for CC=Cc1ccc2n(c1=O)C[C@@H]1[C@@H](CO)[C@H](C(=O)NCc3ccccn3)[C@H]2N1C (mixture of isomers) in TcdB inh: -1.4
Entry for C[C@H](CO)N1C[C@H](C)[C@@H](CN(C)C(=O)Nc2cccc3ccccc23)Oc2ccc(NC(=O)Nc3ccc4c(c3)OCO4)cc2CC1=O in TcdB inh: -1.6

Following part.
CC(=O)N1CC2(C1)[C@@H](c1ccc(-c3cccc(C#N)c3)cc1)[C@@H](CO)N2CCC(F)(F)F
  TcdB inh = -0.8
COc1ccc(NC(=O)Nc2ccc3c(c2)C(=O)N([C@@H](C)CO)C[C@@H](C)[C@H](CN(C)CC2CCCCC2)OCCCC[C@H](C)O3)cc1
  TcdB inh = -0.4
O=C(C[C@@H]1CC[C@H](NC(=O)c2ccc3c(c2)OCO3)[C@H](CO)O1)NCc1ccc(Oc2ccccc2)cc1
  TcdB inh = 0.3
COc1ccc(S(=O)(=O)Nc2ccc3c(c2)CC(=O)N([C@@H](C)CO)C[C@@H](C)[C@H](CN(C)C)O3)cc1
  TcdB inh = -1.1
CC(C)C#Cc1ccc([C@@H]2[C@H]3CN(C(=O)C4CCCCC4)CC(=O)N3[C@H]2CO)cc1
  TcdB inh = 1.6
O=C(O)c1ccccc1CN1C[C@H]2O[C@H](CNS(=O)(=O)c3ccc(Cl)cc3)CC[C@H]21
  TcdB inh = -0.1
C[C@@H]1CN([C@@H](C)CO)C(=O)c2cccc(NS(=O)(=O)c3cn(C)cn3)c2O[C@@H]1CN(C)Cc1ccc(Cl)c(Cl)c1
  TcdB inh = 0.8
C[C@@H]1CN([C@@H](C)CO)C(=O)c2cc(NS(C)(=O)=O)ccc2O[C@@H]1CN(C)C(=O)Nc1ccccc1
  TcdB inh = -0.4
C[C@@H]1CCCCO[C@@H](CN(C)Cc2ccccc2)[C@H](C)CN([C@@H](C)CO)C(=O)c2cc(NC(=O)CCCN(C)C)ccc2O1
  TcdB inh = 0.3
C[C@H](CO)N1C[C@H](C)[C@H](CN(C)S(=O)(=O)c2ccccc2)Oc2ccc(NC(=O)Nc3cccc4ccccc34)cc2CC1=O
  TcdB inh = -0.5

Cc1ccc(S(=O)(=O)N(C)C[C@H]2Oc3ccc(NC(=O)c4ccncc4)cc3CC(=O)N([C@H](C)CO)C[C@H]2C)cc1
  TcdB inh = 2.6
COc1cccc(NC(=O)N(C)C[C@@H]2Oc3ncc(C#Cc4ccncc4)cc3C(=O)N([C@H](C)CO)C[C@@H]2C)c1
  TcdB inh = 0.6
CN1C(=O)c2cc(NC(=O)c3ccccc3)ccc2OC[C@@H]2O[C@@H](CC(=O)NC3CCCC3)CC[C@@H]21
  TcdB inh = 1.0
C[C@@H]1CN([C@@H](C)CO)C(=O)c2cc(NC(=O)C3CC3)ccc2O[C@@H]1CN(C)S(=O)(=O)c1cn(C)cn1
  TcdB inh = -0.7
COc1cccc(C(=O)Nc2ccc3c(c2)OC[C@@H](C)N(C(=O)C2CCCC2)C[C@H](C)[C@@H](OC)CN(C)C3=O)c1
  TcdB inh = -0.3
O=C(C[C@H]1C=C[C@H](NC(=O)Nc2ccc3c(c2)OCO3)[C@@H](CO)O1)NCCCN1CCOCC1
  TcdB inh = 0.5
COc1cccc(S(=O)(=O)N2C[C@H](O)COC[C@H]3O[C@@H](CC(=O)Nc4ccccc4)CC[C@@H]32)c1
  TcdB inh = -0.2
COc1ccc(S(=O)(=O)Nc2cccc3c2O[C@H](CN(C)Cc2ccccc2)[C@@H](C)CN([C@@H](C)CO)C3=O)cc1
  TcdB inh = 0.2
C[C@@H]1CCCCO[C@H](CN(C)C(=O)NC2CCCCC2)[C@@H](C)CN([C@@H](C)CO)C(=O)c2cc(NC(=O)CCC(F)(F)F)ccc2O1
  TcdB inh = 0.9
COc1ccc2c3c(n(C)c2c1)[C@H](CO)N(C(=O)Nc1ccc(F)cc1)CC31CN(C(=O)Cc2ccncc2)C1
  TcdB inh = 0.1

CN(C)CCCNC(=O)C[C@H]1CC[C@H]2[C@@H](COC[C@@H](O)CN2CC2CCCC2)O1
  TcdB inh = -2.6
C[C@H]1CN([C@@H](C)CO)C(=O)Cc2cc(NC(=O)CCN3CCOCC3)ccc2O[C@@H]1CN(C)Cc1ccc(-c2ccccc2)cc1
  TcdB inh = 0.4
O=C(NCC[C@H]1CC[C@@H](NS(=O)(=O)c2cccc(F)c2)[C@H](CO)O1)C1CC1
  TcdB inh = 0.9
O=C(C1CCCCC1)N1C[C@@H]2[C@H](c3ccccc31)[C@@H](CO)N2CC1CCOCC1
  TcdB inh = -1.5
C[C@H]1CN([C@@H](C)CO)C(=O)CCCn2cc(nn2)CO[C@H]1CN(C)S(=O)(=O)c1ccc2ccccc2c1
  TcdB inh = 0.1
COc1cccc(C#Cc2cnc3c(c2)C(=O)N([C@@H](C)CO)C[C@@H](C)[C@@H](CN(C)C)O3)c1
  TcdB inh = 0.5
COc1ccccc1-c1ccc([C@@H]2[C@@H](CO)N(C(=O)C3CC3)[C@H]2C#N)cc1
  TcdB inh = 1.0
COc1ccc(NC(=O)N(C)C[C@@H]2Oc3cc(-c4ccc(C)cc4)ccc3S(=O)(=O)N([C@@H](C)CO)C[C@H]2C)cc1
  TcdB inh = 0.2
C[C@@H]1CN([C@H](C)CO)C(=O)c2cc(NC(=O)c3ccccc3)ccc2O[C@@H](C)CCCCO[C@@H]1CN(C)S(=O)(=O)c1ccc(F)cc1
  TcdB inh = 0.4
O=C(C[C@@H]1C[C@H]2c3cc(NC(=O)c4cccnc4)ccc3O[C@H]2[C@@H](CO)O1)NCc1cccc(F)c1
  TcdB inh = 0.0

C[C@H](CO)N1C[C@H](C)[C@@H](CN(C)Cc2ccc3c(c2)OCO3)Oc2ccc(NC(=O)CCCCCC(=O)Nc3ccccc3N)cc2C1=O
  TcdB inh = -1.3
O=C(c1cccnc1)N1CC(=O)N2[C@H](C1)[C@@H](c1ccc(-c3cccnc3)cc1)[C@@H]2CO
  TcdB inh = 0.8
CCc1csc(N2[C@H](C#N)[C@H](c3ccc(-c4ccc(F)cc4)cc3)[C@@H]2CO)n1
  TcdB inh = -0.3
C[C@@H]1CN([C@H](C)CO)C(=O)Cc2cc(NS(=O)(=O)c3cccs3)ccc2O[C@@H]1CN(C)C(=O)Nc1ccc2c(c1)OCO2
  TcdB inh = -0.8
O=C(Nc1ccccc1F)N[C@@H]1CC[C@@H](CCNC(=O)C2CCOCC2)O[C@H]1CO
  TcdB inh = 0.3
COCC(=O)N(C)C[C@H]1Oc2cc(C#Cc3ccccc3)ccc2S(=O)(=O)N([C@@H](C)CO)C[C@@H]1C
  TcdB inh = 0.5
CCCC#Cc1ccc([C@H]2[C@H](CO)N3C(=O)CN(C(=O)CN4CCOCC4)C[C@@H]23)cc1
  TcdB inh = 0.5
CC=Cc1ccc2n(c1=O)C[C@H]1[C@H](CO)[C@@H](C(=O)NCCC)[C@@H]2N1C(=O)c1ccccc1 (mixture of isomers)
  TcdB inh = -0.4
Cc1ccc(S(=O)(=O)N(C)C[C@@H]2Oc3ccc(NC(=O)c4ccncc4)cc3CC(=O)N([C@H](C)CO)C[C@@H]2C)cc1
  TcdB inh = 1.0
COc1ccc(NC(=O)N(C)C[C@@H]2Oc3ccc(NS(=O)(=O)c4cn(C)cn4)cc3CC(=O)N([C@@H](C)CO)C[C@@H]2C)cc1
  TcdB inh = 0.3

The closing 2 compounds of the section above are carried over, then new ones follow:
Cc1ccc(S(=O)(=O)N(C)C[C@@H]2Oc3ccc(NC(=O)c4ccncc4)cc3CC(=O)N([C@H](C)CO)C[C@@H]2C)cc1
  TcdB inh = 1.0
COc1ccc(NC(=O)N(C)C[C@@H]2Oc3ccc(NS(=O)(=O)c4cn(C)cn4)cc3CC(=O)N([C@@H](C)CO)C[C@@H]2C)cc1
  TcdB inh = 0.3
C[C@@H]1CN([C@@H](C)CO)C(=O)c2cc(NC(=O)CCN3CCOCC3)ccc2O[C@@H]1CN(C)S(=O)(=O)c1cn(C)cn1
  TcdB inh = 1.0
O=C(Nc1ccc(Cl)cc1)N[C@@H]1CC[C@@H](CCNC(=O)c2cc(Cl)cc(Cl)c2)O[C@H]1CO
  TcdB inh = 0.0
O=C(C[C@H]1CC[C@@H]2[C@H](COC[C@@H](O)CN2S(=O)(=O)c2ccc(Cl)cc2)O1)N[C@@H]1CCN(Cc2ccccc2)C1
  TcdB inh = -0.8
C[C@@H]1CN([C@@H](C)CO)C(=O)c2cc(NC(=O)CCC(F)(F)F)ccc2O[C@@H](C)CCCCO[C@H]1CN(C)S(=O)(=O)c1ccc(F)cc1
  TcdB inh = -4.4
N#C[C@@H]1[C@H](c2ccc(-c3cccc(F)c3)cc2)[C@@H](CO)N1C(=O)NC1CCCC1
  TcdB inh = -0.6
C[C@@H]1CN([C@H](C)CO)C(=O)Cc2cc(NS(=O)(=O)c3ccc(Cl)cc3)ccc2O[C@H]1CN(C)S(=O)(=O)c1cccs1
  TcdB inh = 0.0
Cc1ccc(S(=O)(=O)N(C)C[C@H]2Oc3c(NC(=O)CCCCCC(=O)Nc4ccccc4N)cccc3C(=O)N([C@H](C)CO)C[C@H]2C)cc1
  TcdB inh = -0.2
O=C(C[C@H]1C=C[C@H](NC(=O)c2ccc3c(c2)OCO3)[C@@H](CO)O1)NCc1ccc(F)cc1
  TcdB inh = -0.5
CCCc1cn(CC[C@H]2CC[C@@H](NC(=O)C3CCC3)[C@@H](CO)O2)nn1
  TcdB inh = 0.5

Screening results: PubChem BioAssay, Broad Institute

These rows are one share of the data (hit frequency here may not be typical).
